Compound activity from PubChem BioAssay.
procasp7 counter – activates human procaspase-7, counter-screen for procaspase-3 activators; actives 0.093% (n = 330,000); recombinant procaspase-7, Ac-DEVD-pNA absorbance 405 nm; D23A/D198A/D206A triple mutant, cannot self-cleave; scale: DMSO 0, 5 µM enzyme 100; P55210; activation, % at 8.5 µM;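 active = percent activation above the screen-wide mean plus 3 SD, cut at about 25% in these data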
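Assay system: Uncleavable procaspase-7 mutant enzyme | Input: 2 µM procaspase-7 mutant as dispensed | Timing: 1 h compound preincubation, 2 h substrate cleavage, 25 °C | Repeats: One well per compound | Control set: DMSO wells as 0%, DMSO with 5 µM added PC-7 as 100% | Technique: Epi-absorbance of released pNA at 405 nm, two timepoints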
ZTA DNA inh – blocks Epstein-Barr virus ZTA, an EBNA-1 counter-screen | P03206 | ZTA-DNA binding, fluorescence polarization | inhibition, % at 11 µM | actives 0.15% (n = 320,000); in the data active = inhibition above about 33%
AHR activator – human AHR activation; AID 2796; AHR-responsive luciferase reporter cells, luminescence; actives 2.5% (n = 320,000); activation, % at 5 µM; P35869; in the data active = activation above about 47%;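 note: 0% = vehicle wells and 100% = reference agonist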
proCasp3 act – procaspase-3 (human) activation | activation, % at 8.5 µM | actives 0.11% (n = 330,000) | recombinant procaspase-3 D3A, Ac-DEVD-pNA absorbance 405 nm;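 active = activation above the mean of all tested compounds plus 3 SD, cut at about 21% in these data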;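 note: 0% = DMSO alone and 100% = DMSO wells spiked with extra 5 µM PC-3 D3A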
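Assay system: Autoprocessing-dead procaspase-3 D3A mutant enzyme; also added: Ac-DEVD-pNA; doses: one concentration, 8.5 µM nominal, 0.8% DMSO; times: 1 h compound preincubation, 2 h substrate hydrolysis at 25 °C; technique: 405 nm absorbance of p-nitroaniline, reads at 0 and 120 min; measure: % activation between DMSO and enzyme-spiked controls; repeats: single replicate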
EBNA-1 inhibitor – blocks EBNA-1 binding to DNA; AID 1950; actives 0.34% (n = 300,000); inhibition, % at 14.8 µM; EBNA-1 DNA binding, fluorescence polarization; in the data active = inhibition above about 28%
MEP2 TOR yeast – alters MEP2-GFP fluorescence in TOR pathway yeast screen; S. cerevisiae MEP2-GFP strain, flow cytometry GFP, 3 h; 100% = DMSO control level; GFP response vs DMSO, % at 10 µM; actives 0.51% (n = 330,000);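 active = GFP response versus DMSO above a set limit, roughly screen mean plus 3 SD, cut at about 180% in these data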;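 note: median GFP fluorescence of the barcode-gated MEP2-GFP cells per well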
RPL19A-GFP yeast – alters RPL19A-GFP fluorescence in TOR pathway yeast screen. S. cerevisiae RPL19A-GFP strain, flow cytometry, 3 h; stronger effect = lower value. percent response vs DMSO, % at 10 µM. actives 0.3% (n = 330,000). AID 2025;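 active = percent response vs DMSO below 50%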;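 note: median channel GFP fluorescence of the barcoded RPL19A-GFP strain; ratio of sample median GFP to plate DMSO average so 100% = DMSO; lower means less RPL19A-GFP as with rapamycin TOR inhibition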
LAP4 TOR yeast – yeast TOR pathway LAP4-GFP modulation | GFP response vs DMSO, % at 10 µM | AID 2023 | actives 0.34% (n = 320,000) | S. cerevisiae LAP4-GFP multiplex, flow cytometry GFP, 3 h; median GFP as percent of DMSO wells;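 active = GFP response vs DMSO above a set limit, about the screen mean plus 3 SD, cut at about 150% in these data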
* = called active by the depositor; · = no result given; [ ] = remark or other dose.

Under each structure: procasp7 counter	ZTA DNA inh	AHR activator	proCasp3 act	EBNA-1 inhibitor	MEP2 TOR yeast	RPL19A-GFP yeast	LAP4 TOR yeast
Cc1ccc(CNC(=O)c2ccc(S(=O)(=O)N(C)C)cc2)n1C
 : -3	-2	-1	-2	0	98	100	97
COc1ccccc1C(=O)N(NC(=O)Oc1ccccc1)C(C)(C)C
 : -8	6	0	-8	-6	103	107	85
Cc1ccc2c(c1)-c1c(cnn1CC(=O)O)CO2
 : 4	7	-1	-8	-15	100	104	98
Cc1ccc(NC(=S)NNC(=O)c2nn(C)c(C)c2Cl)cc1
 : -20	0	8	-13	-3	103	100	101
CCc1ccc(OCC(=O)N(CC)CC)cc1
 : 0	10	16	3	3	96	96	101
Cc1ccc(/C(N)=N/OC(=O)c2ccc(Cl)cc2Cl)cc1
 : 1	-8	32	11	-11	101	100	125
O=C(N/N=C/c1ccc(OCC(=O)N2CCCC2)cc1)C(=O)NC1CC1
 : 0	12	3	7	-11	99	97	90
CN(C)C(=O)c1ccc(Nc2ncnc3sc4c(c23)CCCCC4)cc1
 : -6	5	8	-1	0	104	100	98
CC1CCN(C2=C(NS(=O)(=O)c3ccccc3)C(=O)c3ccccc3C2=O)CC1
 : 9	2	6	-4	-7	95	99	104
O=C(COC(=O)CCNS(=O)(=O)c1ccccc1)NNC(=O)c1ccccc1
 : 4	18	0	10	2	96	99	104
CCN1CCN(C(c2cc3cccc(C)c3[nH]c2=O)c2nnnn2Cc2ccccc2)CC1 (stereo unspecified)
 : 0	-2	1	14	-4	103	100	107
Cc1cc(-n2cnnn2)ccc1C(C)C
 : -1	1	2	5	9	107	107	91
COCCCNC(=O)C1=CCN(S(=O)(=O)c2ccc(OC)cc2)CC1
 : -3	-11	0	4	-10	109	106	111
CC(=O)[C@@H]1[C@@H](C)N(Cc2ccccc2)C(=O)N[C@H]1c1ccccc1
 : 1	4	-1	-2	13	95	98	127
CCc1cccc2c(C(=O)COC(=O)c3ccc([N+](=O)[O-])s3)c[nH]c12
 : 2	10	2	4	-4	173	77	73
CC1(C)Cc2c(sc(NC(=O)C(=O)N3CCN(CCO)CC3)c2C(N)=O)CO1
 : 2	-3	0	3	3	108	103	107
Cc1ccc(CNC(=O)CSc2nc3ccccc3c(=O)n2CCCO)cc1
 : 15	2	5	10	5	105	101	111
CCOC(CCNC(=O)c1cn(CC(C)C)c(=O)c2c1c1ccccc1n2C)OCC
 : 1	2	0	8	1	113	106	94
COc1ccc(-c2cc3nc4ccccc4n3c(N)c2C#N)cc1
 : 4	-5	-2	-2	1	98	98	111
Fc1ccc(NC(=S)Nc2cccc3ccccc23)cc1F
 : -23	-10	74*	-10	0	100	96	94
O=C(c1cnccn1)N(Cc1cccs1)C1(C(=O)NC2CCCCC2)CCCCC1
 : -6	0	0	5	2	98	96	87
N#CC1=C(N)NC(SCC(=O)O)=C(C#N)C12CCCC2
 : -3	-1	0	-12	3	93	92	90
O=C1NC(=Nc2ccccc2)SC1Cc1ccccc1 (stereo unspecified)
 : 2	-9	5	-4	-10	97	95	96
COc1ccc(-c2c(NC(=O)c3ccco3)oc3ccc(Cl)cc3c2=O)cc1
 : -10	-4	5	3	7	113	112	106
COc1ccc(Nc2nc(N)nc(CN3CCN(c4ccc(F)cc4)CC3)n2)cc1
 : 3	-8	5	-4	7	100	104	94
Cc1ccc(-n2c(C)n[nH]c2=S)cc1
 : 0	14	1	-4	17	97	99	103
O=C(CCC(=O)N/N=C/c1ccc(Br)o1)N/N=C/c1ccc(Br)o1
 : -2	8	4	-1	-7	104	103	92
O=C(COC(=O)COc1ccc(Br)cc1)NCCC1=CCCCC1
 : 3	9	0	-1	-10	96	97	85
Cc1ccc(-c2nnn(CC(=O)N(CCO)C(C(=O)NC(C)(C)C)c3ccncc3)n2)cc1 (stereo unspecified)
 : -1	9	3	4	6	106	99	101
O=C(CCCN1C(=O)c2ccccc2C1=O)NCCc1ccc(OC(F)F)cc1
 : -4	-8	-2	-4	2	112	94	91
COc1ccccc1N(CC(=O)NCC1CCCO1)C(=O)CCC(=O)Nc1cc(C)on1 (stereo unspecified)
 : 3	-9	-3	2	-11	102	100	104
COC(=O)C[C@H]1c2ccccc2S(=O)(=O)N1c1cccc(OC)c1
 : 4	-6	1	7	6	92	96	134
Cc1cccc(NC(=O)c2nc[nH]c2C(=O)Nc2ccccc2[N+](=O)[O-])c1
 : -1	-7	10	7	-18	108	106	91
COc1ccc(S(=O)(=O)N2CCC(C(=O)N3CCOCC3)CC2)cc1Cl
 : -4	9	0	-9	-11	88	92	105
COc1ccc(S(=O)(=O)N2CCOCC2)cc1NC(=O)CN1C(=O)CN(C)C1=O
 : -3	·	0	0	·	95	95	96
COc1ccc(-c2noc(CCC(=O)Nc3cccnc3)n2)cc1OC
 : -2	8	3	-1	11	99	103	101
O=C(Nc1cccc(Cl)c1)N1CCN(C2c3ccccc3-c3ccccc32)CC1
 : 3	-11	3	-2	-5	92	94	100
CC1CCCN(CC(O)COc2ccc(S(=O)(=O)N3CCCC3)cc2[N+](=O)[O-])C1 (stereo unspecified)
 : 3	1	1	2	·	106	103	106
Cc1ccc(NS(=O)(=O)c2ccc3c(c2)CC(=O)N3)c(C)c1
 : 5	1	8	7	5	100	97	96
CC(C)C(=O)Nc1cc(S(=O)(=O)N2CCOCC2)ccc1N1CCCCC1
 : -13	·	0	-6	·	96	92	98
COc1ccc(C(=O)c2ccc(N3CCOCC3)cc2)c(OC)c1
 : 2	-2	4	0	-1	95	93	98
Cc1ccc(C(=O)Nc2c3c(nn2-c2ccccc2)CS(=O)(=O)C3)cc1C
 : 0	0	5	1	9	94[may fluoresce green]	99[may fluoresce green]	100[may fluoresce green]
C=CCN1C(=O)C(CC(=O)Nc2ccccc2)SC1=Nc1ccc(S(N)(=O)=O)cc1 (stereo unspecified)
 : 12	19	-1	5	11	111	106	117
CC(C)CC(=O)NC(=S)Nc1cc(C(F)(F)F)ccc1N1CCOCC1
 : 5	7	8	7	1	103	106	107
O=c1[nH]c(SCc2cccc(Cl)c2)nc2c1CCCC2
 : 17	-5	45	6	4	102	·	99
COc1ccc(OC)c(NC(=O)c2ccc(N3C(=O)C4CC=C(C)CC4C3=O)cc2)c1 (stereo unspecified)
 : 8	-25	4	8	-9	95	95	90
C=CCSC1=N/C(=C/c2ccsc2)C(=O)N1c1ccccc1
 : -10	-3	8	-11	2	101	104	98
CSCCC(NC(=O)c1ccccc1Cl)C(=O)NCCOc1ccccc1 (stereo unspecified)
 : 1	-5	0	-2	4	92	96	108
O=C(CNC(=O)c1ccco1)OCC(=O)c1ccccc1
 : -4	14	2	7	5	109	107	98
CC(=O)c1c(C)nc(-c2ccccc2)n1O
 : 1	-7	8	-4	-12	99	99	97
CCOC(=O)N1CCC(NC(=O)CSCc2nc(-c3ccc(OCC)cc3)oc2C)CC1
 : -11	12	-3	5	-1	96	96	93
COc1ccccc1NS(=O)(=O)c1cc(NC(=S)NCC2CCCO2)ccc1C (stereo unspecified)
 : 8	3	0	-7	5	90	97	115
O=C(CSc1nnnn1-c1ccccc1)c1ccc(O)cc1O
 : -5	-10	2	-6	5	94	99	104
CCOC(=O)C1C(c2ccc3c(c2)OCO3)NC(=O)NC1(O)C(F)(F)F (stereo unspecified)
 : 1	-21	17	7	-2	104	99	110
O=C(Cc1ccccc1)N1CCc2ccccc21
 : 4	-4	3	-4	4	97	94	98
CCC(C(=O)NC(C)(C)C)N(Cc1ccco1)C(=O)CNS(=O)(=O)c1ccc(OC)cc1 (stereo unspecified)
 : 1	-1	-1	1	9	107	106	98
CCCNC(=O)c1ccc(N2CCC3(CC2)CC(c2ccccc2)=NO3)c([N+](=O)[O-])c1
 : 0	6	3	4	-2	94	96	114
Cn1cc(CCNC(=O)C2CCC(=O)N(CCc3ccc(Cl)cc3)C2)cn1 (stereo unspecified)
 : -2	-4	7	-1	2	100	113	81
Fc1cccc(CCN2CCNC[C@H]2Cc2cccc3ccccc23)c1
 : -4	-11	1	5	9	87	91	128
CCOC(=O)c1sc(Nc2ccc(OCC)cc2)nc1C
 : 3	2	-1	3	-5	94	96	118

Carrying on:
Under each structure: procasp7 counter	ZTA DNA inh	AHR activator	proCasp3 act	EBNA-1 inhibitor	MEP2 TOR yeast	RPL19A-GFP yeast	LAP4 TOR yeast
O=S(=O)(Cc1ccccc1)N1CCN(Cc2ccc(Br)cc2)CC1
 : 0	-1	0	11	11	92	101	71
CN1CCC(=O)N([C@H](CC#N)c2ccccc2)CC1
 : 4	-5	9	3	1	107	104	101
COc1cc(NC(=O)Cc2c(C(=O)O)[nH]c3ccccc23)cc(OC)c1OC
 : 0	10	2	-5	5	106	101	98
COc1ccc(OC)c(Nc2cc(C)nc3ccc(C)cc23)c1
 : 8	6	13	4	1	103	98	105

Structures above with a Cl atom, in the order listed:
Under each structure: procasp7 counter	ZTA DNA inh	AHR activator	proCasp3 act	EBNA-1 inhibitor	MEP2 TOR yeast	RPL19A-GFP yeast	LAP4 TOR yeast
Cc1ccc(NC(=S)NNC(=O)c2nn(C)c(C)c2Cl)cc1
 : -20	0	8	-13	-3	103	100	101
Cc1ccc(/C(N)=N/OC(=O)c2ccc(Cl)cc2Cl)cc1
 : 1	-8	32	11	-11	101	100	125
COc1ccc(-c2c(NC(=O)c3ccco3)oc3ccc(Cl)cc3c2=O)cc1
 : -10	-4	5	3	7	113	112	106
COc1ccc(S(=O)(=O)N2CCC(C(=O)N3CCOCC3)CC2)cc1Cl
 : -4	9	0	-9	-11	88	92	105
O=C(Nc1cccc(Cl)c1)N1CCN(C2c3ccccc3-c3ccccc32)CC1
 : 3	-11	3	-2	-5	92	94	100
O=c1[nH]c(SCc2cccc(Cl)c2)nc2c1CCCC2
 : 17	-5	45	6	4	102	·	99
CSCCC(NC(=O)c1ccccc1Cl)C(=O)NCCOc1ccccc1 (stereo unspecified)
 : 1	-5	0	-2	4	92	96	108
Cn1cc(CCNC(=O)C2CCC(=O)N(CCc3ccc(Cl)cc3)C2)cn1 (stereo unspecified)
 : -2	-4	7	-1	2	100	113	81

This is a random part of the collection. Share with any hit: about 3.8%.
